Screening results from PubChem BioAssay.
human PMI inhibitors: MPI inhibition at elevated mannose 6-phosphate – biochemical, fluorescence intensity, high mannose 6-phosphate, primary screen (AID 1220); recombinant PMI enzyme, coupled fluorescence intensity; higher % means a stronger effect; inhibition, % at 20 µM; hits with a dose series show IC50 in µM; 190,000 compounds, 0.66% hits
P. falciparum M17LAP: P. falciparum M17LAP inhibitors, primary screen, biochemical, fluorogenic H-Leu-NHMec substrate, 1536-well (AID 1619); 220,000 compounds, 0.38% hits; recombinant M17LAP, H-Leu-NHMec fluorogenic kinetic assay; higher % means a stronger effect; one-dose inhibition, % at 30 µM; IC50 in µM for titrated hits;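 active means compound inhibiting the enzyme by more than half at any dose during confirmatory dose-response retesting; inconclusive means strong single-dose inhibitors picked by rank but not retested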;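 further: plate controls were full reaction with DMSO carrier for no effect and no enzyme background for full effect; strong numbers were not always called active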
TNAP activators: stimulation of alkaline phosphatase TNAP activity – biochemical, luminescent, no phosphate acceptor, uHTS, primary screen (AID 1001) | 200,000 compounds, 0.03% hits | activation fold at 20 µM; hits with a dose series show EC50 in µM | purified TNAP, luminescent activation assay, no phosphate acceptor; higher activation fold means a stronger effect; in the data active means activation fold from about 3, or a potency from the dose series; inactive means the rest, 99 in 100 with activation fold below about 1.6; further: many of its hits are not listed in these tables
T cell HTS: T cell immune modulation candidate; calls only at 7 µM; 2C CD8+ T cell-vesicle binding, flow cytometry; hits give low values; 330,000 compounds, 0.068% hits; AID 2052;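 active means response, share of CD8 T cells binding vesicles, and their 90th percentile fluorescence all below set limits, cut at about 80% in these data, passing the limit was not always enough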
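System: murine 2C transgenic CD8+ T lymphocytes; also added: QL9-loaded Drosophila micro-vesicles; times: binding 1.5 h at 37 °C; measured by: flow cytometry, PE anti-B7-1 (FL2) versus Alexa647 anti-CD8 (FL8), PFA-fixed; control set: Peptide-free naked vesicles (low) and QL9 vesicles with 0.7% DMSO vehicle (high)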
RSV antiviral HEp-2: inhibition of RSV-induced cytopathic effect – HEp-2 cells, primary 10 µM value included (AID 2391) | HEp-2 cells, RSV-induced CPE inhibition; higher % means a stronger effect | one-dose CPE inhibition, % at 10 µM; IC50 in µM for titrated hits | 310,000 compounds, 0.13% hits; in the data active means a potency from the dose series; inconclusive means CPE inhibition mostly from about 23% at the one dose, without a potency; inactive means the rest, 99 in 100 with CPE inhibition below about 21%; further: strong numbers were not always called active
human PMI inhibition: MPI enzyme activity inhibition – biochemical, fluorescence intensity, coupled assay, primary screen (AID 1209). purified PMI enzyme, coupled fluorescence intensity; higher % means a stronger effect. 190,000 compounds, 0.42% hits. inhibition, % at 20 µM; hits with a dose series show IC50 in µM;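 further: plate controls were DMSO vehicle for no effect and wells lacking substrate for full effect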
K1F lysis inhibition: inhibition of K1F phage lysis, E. coli UTI89, bacterial capsule biogenesis inhibitors, alamar blue (AID 488966); E. coli UTI89 K1F phage lysis, alamar blue, 2 h; higher % means a stronger effect; inhibition, % at 100 µM; hits with a dose series show IC50 in µM; 340,000 compounds, 0.02% hits;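 active means phage lysis inhibition, versus mean bacterial control, above a set limit; inconclusive means no clear call, values can overlap the other calls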;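 further: capsule biogenesis inhibitors block K1F phage lysis so surviving cells raise fluorescence; higher fluorescence means more inhibition of phage lysis; actives were called in the ten point dose series up to 300 µM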
West Nile virus CPE: inhibition of WNV-induced cytopathic effect – cell-based, CPE readout (AID 1621) | West Nile virus-infected cells, CPE inhibition; higher % means a stronger effect | one-dose CPE inhibition, % at 10 µM; IC50 in µM for titrated hits | 290,000 compounds, 0.02% hits; in the data active means a potency from the dose series; inconclusive means CPE inhibition mostly from about 3.7% at the one dose, without a potency; inactive means the rest, 99 in 100 with CPE inhibition below about 2.2%; further: strong numbers were not always called active
M1AAP inhibition: malaria alanyl aminopeptidase activity blockers – biochemical, fluorogenic H-Leu-NHMec substrate, 1536-well (AID 1445) | 220,000 compounds, 0.42% hits | one-dose inhibition, % at 30 µM; IC50 in µM for titrated hits | recombinant M1AAP, H-Leu-NHMec fluorogenic kinetic assay; higher % means a stronger effect;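 active means primary inhibition above the hit cutoff, then over 50% inhibition at one or more dose response concentrations, cut at about 23% in these data, passing the limit was not always enough; inconclusive means conflicting primary data, or primary hits not chosen for dose response; inactive means low primary inhibition, or under 50% at every dose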;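 further: plate controls were DMSO full reaction for no effect and no enzyme background for full effect; strong numbers were not always called active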
T cell HTS vesicle-bound %: further read-out of T cell HTS, marked with its call; double positive events, %; measured here: CD8+ vesicle-bound cell fraction;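 binding gate set so that unloaded-vesicle control wells show 10% double positive cells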
An asterisk follows results filed as active; i = inactive; u = inconclusive; x = not tested or not shown; [ ] = remark or other dose. Unless noted, no stated cut-off is given here; in the data, active means inhibition above about 50%; inactive means the rest.

Molecule	human PMI inhibitors	P. falciparum M17LAP	TNAP activators	T cell HTS	T cell HTS vesicle-bound %	RSV antiviral HEp-2	human PMI inhibition	K1F lysis inhibition	West Nile virus CPE	M1AAP inhibition
CC1=C(C(=O)Nc2ccccc2)C(c2ccco2)C(C#N)=C(SCc2ccccc2)N1 (stereo not drawn)	10%	-8%	1.1	i	25	u	21%	x	-0.5%	6%
COC(=O)c1ccccc1NC(=S)NC(=O)c1ccc(C)cc1	11%	3%	1	i	6	1.7%	28%	0.1%[50 µM]	-0.1%	11%
Cc1cc(N2CCCCC2)n2ncc(-c3ccccc3)c2n1	-2%	-1%	1.1	i	3	8.2%	7%	1.9%	1.2%	9%
Cc1ccc(-c2nnn(CC(=O)N(CCCO)C(C(=O)NC3CCCC3)c3ccc(Cl)cc3)n2)o1 (stereo not drawn)	x	x	x	i	22	0.8%	x	0.1%	-0.9%	x
CCOc1ccc(NC(=O)NNC(=O)C2CCC(C(C)(C)C)CC2)cc1 (stereo not drawn)	0%	0%	1	i	22	0.5%	5%	-0.1%	1.0%	4%
COc1ccc2sc(C)[n+](C)c2c1	9%	-3%	1.1	i	51	1.7%	84%*	-1.1%	-0.1%	8%
CSCC[C@@H](C(=O)O)N1Cc2ccccc2C1=O	-22%	5%	1.1	i	48	2.2%	-14%	0.2%	-0.1%	6%
O=C(Nc1cccc(F)c1)c1ccc2ncsc2c1	x	x	x	i	49	4.5%	x	-0.2%	-0.2%	x
O=C(Cc1ccc(Cl)c(Cl)c1)Nc1cccc2ncccc12	9%	1%	1	i	63	u	-1%	1.3%	-1.3%	-1%
O=C(CCc1ccccc1)NCCc1nc2ccccc2[nH]1	6%	-8%	1.1	i	34	-1.3%	-1%	-0.1%	-0.5%	3%
S=c1[nH]nc(CCc2nc3ccccc3[nH]2)n1-c1ccccc1	x	-1%	1.2	i	59	0.1%	x	0.1%	0.0%	8%
CCOC(=O)COn1c(SCC(=O)OCC)nc2ccccc2c1=O	-10%	8%	1.1	i	44	2.7%	2%	0.1%	0.4%	6%
COc1ccc(C(=O)NNC(=O)CSc2nnc(C)n2CC2CCCO2)cc1 (stereo not drawn)	6%	17%	1.1	i	42	-1.2%	8%	1.7%	0.1%	-4%
CC(C)NS(=O)(=O)c1ccc(NC(=O)C2CC3C=CC2C3)cc1 (stereo not drawn)	-7%	-2%	1.1	i	35	10%	-2%	-0.1%	-0.6%	4%
C=C(C)Cn1c(N)cc(=O)nc1SCC(=O)Nc1cccc(C(F)(F)F)c1	x	x	x	i	12	2.4%	x	0.2%[50 µM]	0.6%	x
COc1ccc(CSCCc2n[nH]c(=S)n2-c2ccccc2)cc1C	8%	-2%	2	i	60	19%	10%	-0.2%	-1.0%	4%
COc1ccc(-c2cc(C(=O)N3CCN(C(=O)c4ccco4)CC3)[nH]n2)cc1	x	x	x	i	12	0.0%	x	-0.1%	-0.1%	x
O=C(CCn1c(=O)oc2ccccc21)NC1=NCCS1	-10%	4%	1.1	i	6	1.4%	-10%	4.9%	1.5%	-3%
COc1ccc(N2CCN(C(=O)CN(c3ccc(Br)cc3)S(C)(=O)=O)CC2)cc1	3%	0%	1.1	i	9	5.9%	9%	-1.7%	-1.2%	8%
CC(C)C(=O)NC(=S)Nc1ccccc1C(=O)NC1CCCCC1	-14%	-3%	1	i	48	1.3%	-5%	2.5%	-1.4%	-1%
COc1ccc(NC(C)c2cc(Cl)ccc2O)cc1 (stereo not drawn)	14%	11%	1.1	i	49	5.9%	12%	-0.2%	0.1%	2%
CCCCn1c(SCC(=O)N(CC)C2CCS(=O)(=O)C2)nc2cc(S(N)(=O)=O)ccc21 (stereo not drawn)	-12%	11%	1.2	i	17	-0.4%	-18%	0.4%	0.9%	-10%
Cc1ccc(C2NC(=O)c3ccccc3N2)s1 (stereo not drawn)	-16%	-4%	0.9	i	39	5.1%	-7%	0.1%	0.4%	6%
Cn1c(=O)n(CC(=O)Nc2ccc(F)cc2)c2ccccc21	2%	8%	1.1	i	6	3.3%	6%	2.3%	0.1%	4%
Cc1nc2ccccc2nc(=O)c1NNc1ccccc1	6%	13%	1.1	x	x	x	7%	0.2%	2.3%	5%
O=C(c1ccccc1)c1nc2ccccc2[nH]c1=O	-1%	18%	1	i	36	-0.7%	4%	0.0%	0.5%	17%
N/C(=N\OS(=O)(=O)c1ccc2ccccc2c1)c1cccnc1	-4%	-2%	1.1	i	58	-0.1%	-14%	0.0%	2.1%	3%
Oc1csc(Cc2nc(-c3ccccc3F)cs2)n1	14%	1%	1.3	i	63	u	8%	-2.1%	-0.8%	13%
O=C1c2cc3ccccc3c(-c3ccccc3)c2C(=O)N1c1ccccn1	19%	-8%	1	i	54	2.8%	24%	0.0%	-0.3%	3%
CCOC(=O)c1cc(CC)sc1NC(=O)c1cccc(N2C(=O)CCC2=O)c1	-1%	9%	1.1	i	3	0.9%	13%	0.8%[50 µM]	0.2%	11%
C=CCOc1ccc(Br)cc1CNCC	4%	2%	1.2	i	6	4.8%	5%	-0.2%	-0.3%	-1%
COc1cc(NC(=O)NS(=O)(=O)c2ccc(C)cc2)cc(OC)c1	41%	-5%	1	i	15	0.1%	49%	0.1%	-0.6%	5%
O=C(O)C(Cc1ccccc1)N1C(=O)/C(=C/C=C/c2ccco2)SC1=S (stereo not drawn)	x	u	x	x	x	x	x	-0.1%	0.1%	u
CCN(c1ccccc1)S(=O)(=O)c1cc2c(cc1C)N(C)CCO2	x	x	x	i	31	2.1%	x	4.5%	-0.9%	x
O=C(Nc1nnc(CC(=O)N2CCOCC2)s1)c1cccs1	3%	22%	1.1	i	55	-0.1%	2%	-0.4%	0.1%	6%
COC(=O)c1ccc(OC)c(OC2CCCC2)c1	x	-8%	x	i	34	1.1%	x	-1.4%	0.1%	0%
CC(C)C(=O)c1cn(CC(=O)NCc2ccc3c(c2)OCO3)c2ccccc12	8%	9%	1	i	25	2.4%	6%	-2.3%	-0.1%	0%
Cc1ccc(N(CC(=O)Nc2cccc(C)c2)S(=O)(=O)c2cccc3nonc23)cc1	3%	-12%	1.1	i	53	5.5%	8%	4.1%	-0.1%	-3%
N#C/C(=C(/O)CSc1ccccn1)c1nc2ccccc2s1	-20%	-5%	1.1	i	20	1.5%	-35%	0.0%	1.0%	3%
Nc1n[nH]c(CCCO)n1	7%	-10%	0.8	i	30	0.5%	17%	7.4%	-0.1%	-1%
CCC(C)(C(=O)NC1CCCC1)N(C(=O)c1cnccn1)c1ccccc1 (stereo not drawn)	-4%	7%	0.8	i	37	2.4%	-4%	0.6%	x	14%
COc1ccc(OC)c(S(=O)(=O)Nc2ccc3oc(C)c(C(C)=O)c3c2)c1	x	x	x	i	21	1.4%	x	-0.3%	-0.3%	x
COc1ccc(C(=O)NNc2ccccc2)cc1	-139%	10%	1.2	i	36	-0.3%	-69%	2.2%[50 µM]	-0.5%	3%
COc1ccccc1S(=O)(=O)c1ccccc1[N+](=O)[O-]	15%	-5%	1	i	26	2.6%	6%	0.3%	-1.0%	-3%
CC1CCN(C(=O)CN2C(=O)COc3ccc(Cl)cc32)CC1	x	x	x	i	55	1.1%	x	0.0%	-0.3%	x
O=c1[nH]cnc2scc(-c3ccc(Br)cc3)c12	-2%	4%	1.1	i	40	28%	-5%	-2.3%	0.0%	5%
Cc1ccc(C)c(NC(=S)/C(=C(\[O-])c2ccc(Cl)s2)[n+]2ccccc2)c1	26%	3%	1	i	6	3.8%	-1%	0.4%	-0.5%	-1%
COc1cc(/C=N/N=C(N)N)ccc1OCc1ccccc1Cl	-8%	7%	1.1	i	47	-1.9%	-2%	56µM*	-2.2%	14%

Next part; the last two above are carried over.
Molecule	human PMI inhibitors	P. falciparum M17LAP	TNAP activators	T cell HTS	T cell HTS vesicle-bound %	RSV antiviral HEp-2	human PMI inhibition	K1F lysis inhibition	West Nile virus CPE	M1AAP inhibition
Cc1ccc(C)c(NC(=S)/C(=C(\[O-])c2ccc(Cl)s2)[n+]2ccccc2)c1	26%	3%	1	i	6	3.8%	-1%	0.4%	-0.5%	-1%
COc1cc(/C=N/N=C(N)N)ccc1OCc1ccccc1Cl	-8%	7%	1.1	i	47	-1.9%	-2%	56µM*	-2.2%	14%
Cc1ccc(/C=N/N2C(=S)SC(C)(C)C2N(O)C(=O)Nc2ccc([N+](=O)[O-])cc2)cc1 (stereo not drawn)	-4%	13%	1.1	i	54	6.9%	2%	-1.4%	-0.9%	9%
CC(C)Cn1c(-c2ccncc2)n[nH]c1=S	-11%	0%	1	i	30	-0.4%	-6%	2.7%	0.0%	-2%
CCCn1c(N)c(Sc2ccc(C)cc2)c(=O)n(CCC)c1=O	8%	-9%	1	i	33	6.9%	9%	0.1%	-1.1%	0%
COc1cccc(-c2cc(C(=O)Nc3ccccc3SC)no2)c1	0%	-4%	1.2	i	46	0.5%	1%	3.9%	0.1%	6%
CCOc1ccc(NC(=O)CN(C)CC(=O)Nc2ccccc2C#N)cc1OCC	-7%	20%	1.2	i	18	2.3%	-11%	-0.1%	-0.2%	9%
Cc1sc2ncn(CC(=O)NCC3COc4ccccc4O3)c(=O)c2c1S(=O)(=O)N1CCCCC1 (stereo not drawn)	-14%	-8%	1	i	55	0.7%	-11%	-0.2%	0.6%	3%
O=[n+]1c2c(n([O-])c3cc(F)c(F)cc31)CCCC2	47%	5%	1	i	44	0.4%	23%	-2.3%	-0.3%	8%
COc1cc2ncnc(NCc3ccccc3F)c2cc1OC	x	x	x	i	30	4.1%	x	1.2%	-0.1%	x
COc1ccc(CCNC(=O)C2CCN(S(=O)(=O)N3CC(C)CC(C)C3)CC2)cc1OC (stereo not drawn)	-10%	-2%	1.2	i	46	16%	-4%	1.8%[50 µM]	-0.7%	-2%
CCN(CC)c1nc2c(s1)C(=O)NCCC2	12%	5%	1.1	i	11	-0.5%	8%	4.2%	-0.5%	1%
